Screening results from PubChem BioAssay.
Gli-Sufu block: blocks Gli-Sufu signaling in a luciferase reporter; Sufu-KO-LIGHT fibroblasts, Gli luciferase reporter luminescence; 340,000 compounds, 0.74% hits; inhibition, % at 5 µM; AID 588413;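 active = inhibition above about 55%, limit read from the data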;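 note: 0% = DMSO-treated cells and 100% = wells with medium but no cells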
697 NFkB inh: lowers PMA/ionomycin-induced NF-kB signal in 697 B cells; 330,000 compounds, 0.33% hits; AID 435022; 697 B-cell NF-kB luciferase reporter, 16 h; inhibition, % at 4 µM; in the data active = inhibition above about 35%
XBP1 UPR activ: adaptive UPR (XBP1) activation | CHO-XBP1 luciferase reporter, IRE1-XBP1 UPR activation, luminescence; percent of tunicamycin response, DMSO as zero | activation, % at 20 µM | 330,000 compounds, 0.33% hits | AID 463104;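 active = versus positive control, 20 µM dose yields 30% or more activation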;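 note: 100% = tunicamycin at 10 µg/mL and 0% = DMSO only wells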
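Material: CHO cell line with stable XBP1 luciferase reporter; buffer or medium: F12 medium containing 10% fetal bovine serum; compound: single point, 20 µM final compound, 1% DMSO; incubation: 6 h treatment, 37 °C; measured by: glow luminescence from Steady-Glo reagent; evaluation: activation, % of tunicamycin; control set: tunicamycin high, DMSO low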
CCR6 antagonist: CCR6 (human) receptor antagonism; P51684; CHO-K1 CCR6 PathHunter beta-arrestin, luminescence, CCL20-stimulated; inhibition, % at 20 µM; 340,000 compounds, 0.49% hits;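 active = compounds whose inhibition of the agonist-driven luminescence signal at 20 µM reaches about 50%, limit read from the data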;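 note: cells stimulated with CCL20 at 14 nM final; plate controls were DMSO with CCL20 for no effect and DMSO without agonist for full effect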
Target sequence (P51684 whole entry, looked up): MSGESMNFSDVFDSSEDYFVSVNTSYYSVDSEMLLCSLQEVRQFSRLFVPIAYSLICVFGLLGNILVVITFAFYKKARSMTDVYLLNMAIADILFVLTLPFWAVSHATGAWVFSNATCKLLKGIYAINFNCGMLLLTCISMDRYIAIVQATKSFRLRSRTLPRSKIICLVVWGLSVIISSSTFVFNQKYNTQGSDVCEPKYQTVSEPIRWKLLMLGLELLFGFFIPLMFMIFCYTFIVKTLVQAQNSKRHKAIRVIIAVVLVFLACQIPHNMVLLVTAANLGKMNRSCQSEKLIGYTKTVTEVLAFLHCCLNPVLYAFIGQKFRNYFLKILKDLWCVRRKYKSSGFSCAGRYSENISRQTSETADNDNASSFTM
Mdm2-MdmX inh: human Mdm2/MdmX binding inhibition | 330,000 compounds, 3% hits | inhibition, % at 8 µM | SaOS-2 split-luciferase Mdm2/MdmX complementation, luminescence | O15151+Q00987 | AID 485346;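 active = inhibition of at least 50% at 8 µM in the primary screen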
CXCR6 block: inhibitors of human CXCR6 receptor | CHO-K1 PathHunter CXCR6 beta-arrestin, luminescence | inhibition, % at 20 µM | 360,000 compounds, 0.36% hits | AID 602244; in the data active = inhibition above about 34%, passing the limit was not always enough;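 note: antagonist mode with CXCL16 agonist at 10 nM final; 0% = 10 nM CXCL16 with DMSO and 100% = unstimulated wells without agonist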
CHOP UPR activ: activators of apoptotic arm of unfolded protein response (CHOP); activation, % at 10 µM; 330,000 compounds, 0.34% hits; CHO-CHOP luciferase reporter, UPR activation, luminescence; percent of tunicamycin response over DMSO baseline;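 active = at 10 µM dose, activation of 40% or more, normalized to positive control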;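 note: 100% = tunicamycin at 10 µg/mL and 0% = DMSO alone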
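Dosing – one dose, 10 µM in 0.5% DMSO · System – CHO-CHOP cells, stable luciferase reporter of PERK-eIF2a-CHOP signalling · Input – 500 cells/well · Control set – tunicamycin 10 µg/mL final as positive, DMSO-only wells as negative · Timing – 6 h compound treatment, 37 °C · Measure – % activation vs tunicamycin · Technique – luminescence read with Steady-Glo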
Jurkat NFkB inh: lowers PMA/ionomycin-induced NF-kB signal in Jurkat cells; inhibition, % at 4 µM; PMA/ionomycin-induced NF-kB luciferase reporter, luminescence; 330,000 compounds, 0.53% hits; in the data active = inhibition above about 50%
EBI2 antag: blocks human EBI2 receptor beta-arrestin signaling | inhibition, % at 5 µM | 360,000 compounds, 0.81% hits | AID 651636 | EBI2 beta-arrestin recruitment, luminescence, 7a,25-OHC stimulated; in the data active = inhibition above about 38%;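 note: enzyme fragment complementation signal reports receptor beta-arrestin coupling in cells; 0% = agonist plus DMSO wells and 100% = wells without agonist; some results beyond the cut were filed as inactive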
Target sequence (P32249 whole entry, looked up, the tested form may be a part): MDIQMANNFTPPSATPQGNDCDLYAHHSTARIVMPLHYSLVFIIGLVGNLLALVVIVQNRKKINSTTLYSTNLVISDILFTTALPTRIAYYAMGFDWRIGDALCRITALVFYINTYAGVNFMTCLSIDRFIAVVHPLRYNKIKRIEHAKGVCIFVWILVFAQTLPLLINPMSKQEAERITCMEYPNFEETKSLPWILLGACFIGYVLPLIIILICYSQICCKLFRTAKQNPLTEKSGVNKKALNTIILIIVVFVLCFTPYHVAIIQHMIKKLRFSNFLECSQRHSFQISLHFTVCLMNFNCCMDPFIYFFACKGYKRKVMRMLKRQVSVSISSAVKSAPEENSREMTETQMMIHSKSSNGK
The depositor's hits bear a star; / = no result given.

cpd	Molecule	Gli-Sufu block	697 NFkB inh	XBP1 UPR activ	CCR6 antagonist	Mdm2-MdmX inh	CXCR6 block	CHOP UPR activ	Jurkat NFkB inh	EBI2 antag
1	COc1ccc(Nc2oc(-c3ccco3)nc2S(=O)(=O)c2ccc(F)cc2)cc1	-5	6	-2	4	8	9	0.8	-4	42
2	O=C(CCC1CCCC1)N1CCN(C(=O)c2ccco2)CC1	-1	-32	-2	-5	-23	2	-0.7	-19	-9
3	CCCN1CCC(=O)N([C@H](CN=[N+]=[N-])CC(C)C)CC1	15	-3	-1	8	-9	6	0.3	10	1
4	O=C(O)c1ccc(NC(=O)c2cccc(S(=O)(=O)Nc3ccc(C(=O)O)cc3)c2)cc1	2	2	-4	3	15	-7	-0.2	-6	-8
5	Cc1cc(N2C(=O)C(O)=C(C(=O)c3ccco3)C2c2cccnc2)no1 (stereo unspecified)	/	7	0	/	4	/	0.8	8	/
6	COc1cccc(-c2cn(-c3cccc(C(F)(F)F)c3)c(=S)[nH]2)c1	5	/	/	-3	/	-2	/	/	7
7	CCn1cc(CCCC(=O)NCc2cccnc2)c2ccccc21	-2	7	-3	-2	8	4	1.6	46	-2
8	Cc1ccc(S(=O)(=O)N2CC(C)N(S(C)(=O)=O)C2)cc1 (stereo unspecified)	-2	-10	5	6	10	-1	-0.7	-13	-2
9	O=C(Nc1cccc(-c2nnc(-c3ccccc3)o2)c1)c1ccco1	-19	-33	0	8	-4	6	-3.3	-11	8
10	Cc1nc2ccccn2c1C(=O)NN=C1CCCC1	-7	-4	4	-10	2	-10	0.5	5	-10
11	CCN(CC)CCNC(=O)CCc1nn(C)c(=O)c2ccccc12	-3	24	-8	-12	-9	-4	-1.3	7	-5
12	Cc1cc(C)n2nc3ccccc3c2n1	1	5	0	-13	13	6	-1.3	-8	-9
13	S=c1[nH]nc(C2CCCCC2)n1/N=C/c1ccccc1	6	-10	1	12	24	5	-0.6	-14	-1
14	CCCc1nc(NC(=O)c2ccccc2)nc(NC(=O)c2ccccc2)n1	7	0	-4	6	-9	8	-0.6	17	-11
15	CCOc1ccc(NC(=O)COC(=O)CCS(=O)(=O)c2ccc(C)cc2)cc1	-5	1	0	4	15	-11	-1.2	-17	-2
16	CC1CCc2[nH]nc(C(=O)O)c2C1 (stereo unspecified)	-13	6	0	-7	-3	-5	1.1	6	5
17	CCOC(=O)c1cccc(NC(=O)CCS(=O)(=O)c2cccc3nsnc23)c1	3	-11	0	-6	1	0	0.3	-5	7
18	COC(=O)[C@H]1C[C@H]1[C@@H](NC(=O)c1cccnc1)c1ccccc1	-13	8	1	6	13	4	1.1	9	-10
19	CCCCn1c(=O)n(C)c(=O)c2c3c(sc21)COC(C)(C)C3	5	-9	-1	-2	3	3	0.9	4	-3
20	COc1ccccc1NC(=S)NCCSc1ccc(Cl)cc1	38	20	-2	0	16	-2	1.1	4	-7
21	COc1ccccc1CCC(=O)N1CCN(S(=O)(=O)c2cccc(F)c2)CC1	1	1	-3	-2	-5	-2	-0.6	-2	11
22	CCOC(=O)COn1c(=O)c(-c2ccccc2)[n+]([O-])c2ccccc21	-2	-40	-3	8	-1	-10	0.0	-18	6
23	C=CCn1c(SCC(=O)NCC(c2ccccc2)N(C)C)nc2sc3c(c2c1=O)CCC3 (stereo unspecified)	10	/	/	-1	/	4	/	/	1
24	COc1cc(/C=C2\CCCc3c2nc2ccccc2c3C(=O)O)cc(OC)c1O	-5	-5	-2	-4	24	-7	-0.2	10	-1
25	CCOc1cc(O)c(-c2[nH]ncc2-c2nc(C)cs2)cc1CC	2	-16	-4	-21	32	-11	-1.9	9	8
26	COc1ccc(NS(=O)(=O)c2cc(NC(=O)c3nn(C)c(=O)c4ccccc34)ccc2OC)cc1	-1	37*	0	9	46	3	1.2	3	12
27	CCOC(=O)C(NC(C)=O)C(OC(C)=O)c1cccc(N(CCO)CCO)c1 (stereo unspecified)	4	9	-2	-23	9	8	-1.4	-8	-2
28	CCCc1ccc2oc(C(=O)NCCc3nc(C(=O)OCC)cs3)c(C)c2c1	-50	-49	-7	12	-25	0	2.6	-23	-5
29	COc1cc(S(=O)(=O)NCc2ccccc2)ccc1F	-7	-1	12	14	4	0	1.0	-2	-4
30	Cc1cc(NC(=O)CCC(=O)N(c2ccccc2)C(C(=O)NC2CCCC2)c2ccccc2C)no1 (stereo unspecified)	-5	21	-2	12	21	5	-1.5	17	2
31	O=[N+]([O-])c1ccc(Cl)c(S(=O)(=O)NCC2CCCO2)c1 (stereo unspecified)	-5	8	-1	6	19	-7	1.1	10	-4
32	CSc1ccccc1NC(=O)COC(=O)c1c[nH]c(=O)[nH]c1=O	4	-2	0	1	0	-1	-2.0	4	3
33	Cc1ccnc(NC(=O)c2cccc(S(=O)(=O)N3CCCC3)c2)c1	-9	-12	0	0	-4	-10	1.0	-18	13
34	Cc1ccc(N2C(=O)CC(Nc3ccccc3)C2=O)cc1 (stereo unspecified)	3	-29	2	0	-17	0	-2.4	-19	-9
35	COc1ccc(CN2C(=O)c3ccccc3C2C(=O)NCCc2ccccc2)c(OC)c1 (stereo unspecified)	4	14	-4	17	6	-7	0.2	-5	6
36	CCOC(=O)c1cccc(NS(=O)(=O)c2cnc[nH]2)c1	5	9	0	5	32	8	1.8	-1	-2

Compound profiles (already shown). Order of values: Gli-Sufu block, 697 NFkB inh, XBP1 UPR activ, CCR6 antagonist, Mdm2-MdmX inh, CXCR6 block, CHOP UPR activ, Jurkat NFkB inh, EBI2 antag
`COc1cc(S(=O)(=O)NCc2ccccc2)ccc1F` in the list: -7, -1, 12, 14, 4, 0, 1.0, -2, -4
`COc1ccc(CN2C(=O)c3ccccc3C2C(=O)NCCc2ccccc2)c(OC)c1` (stereo unspecified) in the list: 4, 14, -4, 17, 6, -7, 0.2, -5, 6
`CCOc1cc(O)c(-c2[nH]ncc2-c2nc(C)cs2)cc1CC` in the list: 2, -16, -4, -21, 32, -11, -1.9, 9, 8
`Cc1ccc(N2C(=O)CC(Nc3ccccc3)C2=O)cc1` (stereo unspecified) in the list: 3, -29, 2, 0, -17, 0, -2.4, -19, -9
`CSc1ccccc1NC(=O)COC(=O)c1c[nH]c(=O)[nH]c1=O` in the list: 4, -2, 0, 1, 0, -1, -2.0, 4, 3

Additional records follow.
cpd	Molecule	Gli-Sufu block	697 NFkB inh	XBP1 UPR activ	CCR6 antagonist	Mdm2-MdmX inh	CXCR6 block	CHOP UPR activ	Jurkat NFkB inh	EBI2 antag
37	Cc1ccc(C(=O)NCC(=O)OCc2nnc(-c3ccccc3)o2)cc1	-1	-1	-6	12	11	-2	4.1	5	-11
38	COc1ccc(CCNC(=O)CSc2nnc3ccc(-c4ccccn4)nn23)cc1	-4	15	-2	-3	11	-1	-0.2	-1	10
39	S=c1[nH]nc(-c2ccco2)n1-c1ccc(Br)cc1	7	-31	-1	7	0	5	1.4	-22	6
40	Nc1nc2c(C(=O)N3CCOCC3)nnn2c2ccccc12	-15	-64	-1	6	16	13	0.5	-52	-7
41	Cc1cc(Nc2ccc(N3CCOCC3)cc2)c2cccc(C)c2n1	5	-4	0	6	12	9	1.0	-12	-7
42	CN(C)c1ccc(/C=C2\N=C(C(C)(C)C)OC2=O)cc1	3	-7	3	13	12	-6	5.6	0	14
43	Cc1cccc(C(=O)NCc2nnc(SCc3ccc(F)cc3)n2C)c1	3	-4	0	10	23	1	-0.6	10	-2
44	O=C(NCC(=O)N1CCCC(C(F)(F)F)C1)c1ccc(Br)o1 (stereo unspecified)	-10	13	-1	-3	-11	-12	1.8	-2	-7
45	CCOc1ccc(CCNC(=O)c2nnn(CC(=O)Nc3c(C)cc(C)cc3C)c2N)cc1OCC	-28	5	-1	26	3	10	0.2	-20	-3
46	COc1cc(C#N)ccc1OCC(=O)N1CCc2ccccc2C1	27	4	0	8	8	-3	0.6	2	7
47	O=C(COC(=O)C1COc2ccccc2O1)Nc1ccc2c(c1)CCC2 (stereo unspecified)	-5	15	-4	-9	24	-8	-3.4	-2	-3
48	CC1(C)NC(=O)N(CCCCSc2ccc(Cl)cc2)C1=O	-1	-41	1	3	5	-13	-0.1	-5	8
49	CCOCCCNC(=O)Cc1ccc(-n2c(CC)nc3cccnc32)cc1	5	12	-4	-5	16	-18	-1.9	0	6
50	COCCNC(=S)N/N=C(\C)c1cc2ccccc2o1	-5	-27	3	9	8	13	1.7	-26	25
51	CCCCCN(C(=O)CCC(=O)OCC(=O)c1ccc(CCC)cc1)c1c(N)n(CCCC)c(=O)[nH]c1=O	15	17	0	9	-3	-2	5.0	7	4
52	CC(C)(C)c1ccc(C(=O)CSc2nc3ccccc3c(=O)[nH]2)cc1	-23	-10	0	13	17	1	-1.1	-5	1
53	Cc1nn(-c2ccccc2)c(Cl)c1C(=O)NNC(=O)c1ccncc1	-2	-2	-2	1	-7	-1	-1.2	-8	-4
54	CC(C)(C)CC(C)(C)NC(=S)NC1CCN(Cc2ccccc2)CC1	3	-14	3	-1	47	1	0.5	13	3
55	OCCNc1nc(Nc2ccccc2O)nc(N2CCCC2)n1	10	-5	3	2	18	-4	-0.4	-13	-12
56	CC(C)CCNC(=O)C(c1ccc(O)cc1)N(Cc1ccco1)C(=O)CCC(=O)Nc1nccs1 (stereo unspecified)	15	12	-2	11	4	3	1.3	20	-12
57	CCC(OC(=O)c1nsc(Cl)c1Cl)C(=O)NC(C)(C)C (stereo unspecified)	-2	-4	-2	-6	-13	-1	0.2	2	-19
58	C[C@@H]1NC(=O)c2cc([N+](=O)[O-])cc(I)c2OCC[C@@H](C(N)=O)NC(=O)[C@H](CCCCN)NC1=O	-1	16	-2	7	6	3	-1.9	3	0
